Screens (PubChem BioAssay)
SRC1 TRFRET art: counter-screen for PPARgamma SRC-1 recruitment agonists: TR-FRET artefact. TR-FRET detection artefact counter-screen, emission ratio; active compounds read high. TR-FRET ratio at 8 µM. 99,000 tested, 0.34% active. AID 1051; in the data active = TR-FRET ratio above about 2300; note: inactives centre near 1800; reference of the scale not given here
SRC3 TRFRET art: TR-FRET artefact, counter-screen to PPARgamma/SRC-3 agonist assay; AID 1048; 99,000 tested, 0.39% active; TR-FRET ratio at 8 µM; PPARgamma/SRC-3 format; active compounds read high; in the data active = TR-FRET ratio above about 2000; note: inactives centre near 1600; reference of the scale not given here
* = called active by the depositor. Some of the compounds tested (hit frequency here may not be typical).

SMILES	SRC1 TRFRET art	SRC3 TRFRET art
Cc1ccc(-c2nn3cnnc3c3ccccc23)cc1C	1736	1652
O=[N+]([O-])c1ccc(CSc2ccc(-c3ccccn3)nn2)cc1	1859	1630
CC(=O)N1CC=CC1(CC(C)C)C(=O)NCCc1c[nH]c2ccccc12 (centres undefined)	1707	1669
CCC(C)(C(=O)NC1CCCC1)N(C(=O)CNC(C)=O)c1ccccc1 (centres undefined)	1687	1720
COc1ccc(C(=O)NC(=S)Nc2ccc(N3CCCC3)cc2)cc1	1893	1647
O=C(CSc1nc(-c2ccc(F)cc2)cc(C(F)(F)F)n1)NCc1cccs1	1803	1564
CCN(CC)c1ccc(NC(=O)c2cnccn2)cc1S(=O)(=O)Nc1ccc(OC)cc1	1830	1646
CC(NC(=O)COC(=O)CCc1nc(=O)c2ccccc2n1C)c1ccccc1 (centres undefined)	1953	1610
Cn1c(CCNC(=O)C2CCCCC2)nc2cc([N+](=O)[O-])ccc21	1895	1543
CC(=O)Nc1ccc(/C=C(\C#N)C(=O)NC2CCCCC2)cc1	1516	1441
CCc1ccc(NC(=S)N(CCN(C)C)C(C)c2ccncc2)cc1 (centres undefined)	2134	1726
Cc1ccc2[nH]c3nc(SCCN4CCOCC4)nnc3c2c1	2045	1585
COc1ccc(NC(=O)CN(C)CC(=O)Nc2cccc(S(=O)(=O)N(C)c3ccccc3)c2)cc1	1767	1628
CC(=O)N(C(C)=O)S(=O)(=O)c1ccc(N=NN2CCCCC2)cc1	1674	1519
CCOc1ncccc1C(=O)Nc1nnc(C2CC2)s1	2065	1574
COC(=O)c1cc2ccsc2n1Cc1ccccc1F	1678	1517
Cc1cc2cccc(C)c2nc1SCC(=O)NNC(=O)c1ccco1	1733	1443
Nc1c(C(=O)NCc2cccs2)nnn1CC(=O)Nc1cccc(Cl)c1	1822	1399
COc1ccc(C=O)cc1Cn1ccnc1	1658	1640
CCC[N+]1(CC#CC2(O)CCCCC2)CCOCC1	1897	1725
Cc1ccc(C(CCN(Cc2ccccc2)C(=O)c2ccco2)c2ccco2)cc1 (centres undefined)	1732	1740
N#Cc1ccc(OCC(=O)NCC2(N3CCCCC3)CCCCC2)cc1	1745	1526
Cc1oc(-c2cc(F)cc(F)c2)nc1CN1CCSCC1	1624	1169
O=C1N/C(=N/O)S/C1=C/c1cccnc1	1845	1439
C=C(C)C(=O)NC1=NN(c2ccccc2)C(=O)C1	1831	1816

Reformatted field by field: entries from further up
> Cn1c(CCNC(=O)C2CCCCC2)nc2cc([N+](=O)[O-])ccc21
  SRC1 TRFRET art = 1895; SRC3 TRFRET art = 1543

> CC(=O)Nc1ccc(/C=C(\C#N)C(=O)NC2CCCCC2)cc1
  SRC1 TRFRET art = 1516; SRC3 TRFRET art = 1441

> CCc1ccc(NC(=S)N(CCN(C)C)C(C)c2ccncc2)cc1 (centres undefined)
  SRC1 TRFRET art = 2134; SRC3 TRFRET art = 1726

> Cc1ccc2[nH]c3nc(SCCN4CCOCC4)nnc3c2c1
  SRC1 TRFRET art = 2045; SRC3 TRFRET art = 1585

Returning to the listing, repeating the 3 entries before the break.
SMILES	SRC1 TRFRET art	SRC3 TRFRET art
Cc1oc(-c2cc(F)cc(F)c2)nc1CN1CCSCC1	1624	1169
O=C1N/C(=N/O)S/C1=C/c1cccnc1	1845	1439
C=C(C)C(=O)NC1=NN(c2ccccc2)C(=O)C1	1831	1816
CCCN(CC(=O)Nc1cccc(Br)c1)CC(=O)Nc1ccc(F)c(F)c1F	2058	1695
CC(C)(C)S(=O)(=O)c1ccsc1C(=O)O	1624	1608
CCOC(=O)C1C(=O)NC(c2ccccc2)=NC1c1ccc(Br)cc1 (centres undefined)	1689	1395
Cc1nc2ccc(F)cc2cc1C(=O)Nc1ccc(Cl)c(Cl)c1	1825	1738
Cc1nc2ccccn2c1/C(O)=C1\C(=O)C(=O)N(CCN(C)C)C1c1ccco1 (centres undefined)	1988	1830
CCn1nc(C)c(NC(=O)CC23CC4CC(CC(C4)C2)C3)c1C	1500	1447
O=C1N(CN2CCN(c3cccc(Cl)c3)CC2)c2ccccc2C12OCCCO2	1867	1586
COc1ccc(NS(=O)(=O)c2cc(S(C)(=O)=O)ccc2C)cc1	1834	1429
CS(=O)(=O)NCc1nnc(SCc2c(F)cccc2Cl)o1	2065	1464
O=C(Cc1ccccc1)NNC1CC(=O)N(c2ccc(Cl)cc2)C1=O (centres undefined)	1869	1733
Cc1onc(-c2c(Cl)cccc2Cl)c1C(=O)NCc1cccs1	1894	1907
O=C(Oc1cccc(/C=N/Nc2nc(Nc3ccccc3)nc(N3CCOCC3)n2)c1)c1ccco1	1676	1515
CCCCN1C(=O)C(=O)N(CC(=O)Nc2cc(OCC)c(N3CCOCC3)cc2OCC)C1=O	1615	1560
COCCN(CCOC)C(=S)Nc1ccccc1Cl	1758	1275
O=C(NCCn1cccn1)c1ccc(OC2CCN(C(=O)C3CC3)CC2)cc1	1846	2038
CN1CCN(C(=O)C2=C[C@H](C3CCCCC3)C[C@H](OCc3ccc(CO)cc3)O2)CC1	1899	1642
Cc1ccc(C)n1-c1ccc(C(=O)NN)s1	1587	1551
O=C(CN1C(=O)c2cccc3cccc(c23)C1=O)N1CCOCC1	1507	1541
Cc1c(N=C2N=C(NC(=O)Nc3ccc(Cl)cc3)c3ccccc32)c(=O)n(-c2ccccc2)n1C	1768	1685
CCC(CC)C(=O)c1c[nH]c(C(=O)NCCOC)c1	1812	1489
CN(C(=O)c1c(Br)cnn1C)C12CC3CC(CC(C3)C1)C2	1896	1527
O=C(CCSc1ccccc1)NC(=O)COC(=O)C1CCCCC1	1715	1316
COc1ccccc1/C=C/C(C)=O	1787	1668
COc1ccc(/C=C(\C#N)C(=O)ONC2=NCCCCC2)cc1	1824	1468
C(=NCCCN1CCOCC1)c1ccc2c(c1)OCO2	2055	1633
Additional results follow:
SMILES	SRC1 TRFRET art	SRC3 TRFRET art
CCO[C@H]1OC(C(=O)N2CCN(Cc3ccc4c(c3)OCO4)CC2)=C[C@@H](C2CC2)[C@@H]1CCCO	1585	1549
CNC(=S)NNC(=O)CNc1ccc(C)c(Cl)c1	1935	1867
CCCN(C(=O)/C=C/c1ccco1)c1c(N)n(Cc2ccccc2)c(=O)[nH]c1=O	1915	1855
CCN(C#N)c1nc(NC(C)C)nc(NC(C)(C)C)n1	1543	1559
CC(C)CN(C)C(=O)CC1C(=O)NCCN1C (centres undefined)	1849	1548
O=C(NN1C(=O)c2cc(Br)ccc2NC1c1ccccc1Cl)c1ccncc1 (centres undefined)	2182	1701
COc1cccc(CCc2nnc(CCC(=O)N3CCN(Cc4ccccn4)CC3)o2)c1	1589	1633
CCc1cccc(C)c1NC(=S)NCc1ccc2[nH]c(C)cc2c1	1709	1722
COc1ccc(N(CCC(=O)O)S(=O)(=O)c2ccc(C)cc2C)cc1	1737	1653
COc1cc(OC)cc(-c2cc(N3C(=O)Nc4ccccc4N3O)n[nH]2)c1	1673	1709
O=C(CNS(=O)(=O)c1ccc(Br)s1)NC1CCCc2ccccc21 (centres undefined)	1722	1478
CC1(C)Cc2c(sc3nc(N/N=C/c4ccccc4)[nH]c(=O)c23)CO1	1816	1315
Cc1ccc2c(c1)nnn2C1CCN(S(=O)(=O)c2ccc(C(=O)O)cc2)CC1	1952	1658
Cc1ccc(S(=O)(=O)N2CCNC(=O)CC2)cc1	1905	1444
CCOc1ccc(NC(=O)Cc2cccc3ccccc23)c([N+](=O)[O-])c1	1579	1558
O=C(O)c1ccc(CNCc2ccc(F)cc2)cc1	1822	1605
COc1ccc(-c2cn3cc(Br)cnc3n2)cc1	1985	1729
Cn1c(=O)c2c3c(sc2n2c(SCc4ccccc4)nnc12)CCCC3	1672	1367
O=C(CSc1nc2ccccc2c(=O)n1Cc1ccco1)N1CCCC1	1671	1606
CCCS(=O)(=O)N1CCN(Cc2ccccc2OCC)CC1	1774	1279
c1ccc2c(c1)nc(N1CCOCC1)c1nnnn12	1675	1639
Cc1ccc(N2CCOCC2)c2c1C(=O)c1ccccc1C2=O	1904	1543
Nc1ccc2nc[nH]c2c1	2110	1654
COc1cc2cc(CN(Cc3cccnc3)C(=O)Nc3ccccc3)c(=O)[nH]c2cc1OC	1984	1708
C=CCO/N=C/C1C(=O)CC(C)(C)CC1=O	1926	1747

Single entries from the entries so far.
Value of COc1cc2cc(CN(Cc3cccnc3)C(=O)Nc3ccccc3)c(=O)[nH]c2cc1OC under SRC3 TRFRET art: 1708
Value of O=C(CNS(=O)(=O)c1ccc(Br)s1)NC1CCCc2ccccc21 (centres undefined) under SRC3 TRFRET art: 1478
Value of COc1cccc(CCc2nnc(CCC(=O)N3CCN(Cc4ccccn4)CC3)o2)c1 under SRC1 TRFRET art: 1589

(continued)
SMILES	SRC1 TRFRET art	SRC3 TRFRET art
CCN(Cc1cnn(C)c1)C(=O)CC1C(=O)NCCN1Cc1cccc(OC)c1OC (centres undefined)	1497	1756
CCCCn1c(C(C)NC(=O)c2cccs2)nc2ccccc21 (centres undefined)	1987	1373
O=[N+]([O-])c1ccc(N2CCN(CCO)CC2)cc1NCc1ccco1	1747	1828
COc1ccc(C(=O)NCC(=O)OCC(=O)Nc2sccc2C#N)cc1OC	1872	1462
CCN(CC)C(=O)CN1C(=O)C(=O)c2ccccc21	1827	1599
Cc1cccc(NC(=O)C2CCCN2/C=C/C(=O)C(F)(F)F)c1C (centres undefined)	1650	1560
O=C(NCCCN1CCOCC1)c1ccc(CSCc2cccc(Cl)c2)o1	1608	1462
Cc1cc(C)n(CC(=O)c2ccc(Cl)cc2)n1	1813	1579
CN(C)S(=O)(=O)c1cc(NC(=O)c2cc(=O)[nH]c3ccccc23)ccc1Cl	1886	1583
O=C(CSc1nc2c(sc3ccccc32)c(=O)n1-c1ccccc1)NCc1ccco1	1918	1818
O=C(CCC1CC(=O)Nc2ccccc21)NCc1cccnc1 (centres undefined)	1855	1617
O=C(O)CCCC(=O)N1CCN(C(c2ccccc2)c2ccccc2)CC1	1891	1490
C/C(CC(=O)NC1CCCCC1)=N\NC(=O)Cc1ccc(-c2ccccc2)cc1	1568	1263
COC(=O)c1c(C)[nH]c(C(=O)CSc2ncnc3sc(-c4ccccc4)cc23)c1C	1932	1708
COc1cc(/C=N/NC(=O)c2ccncc2)ccc1OCCN1CCCCC1	1726	1675
COc1cc(/C=N/NC(=O)c2cccnc2)ccc1OS(=O)(=O)c1ccc(C)cc1	1381	1389
COCCN(C(=S)Nc1cc(C)cc(C)c1)C(C)c1ccco1 (centres undefined)	1854	1566
O=C(Nc1ccon1)c1ccc(OC2CCCC2)cc1	1904	1640
CCn1nc(C)c(CNC(=O)Nc2ccc3c(c2)OCO3)c1C	1662	1629
CC(C)(C)NC(=O)c1ccc2nsnc2c1	1724	1290
O=c1c2c(nc3cc(-c4ccc(Br)cc4)[nH]n13)CCCC2	1855	1573
CC1=C(C(=O)O)N2C(=O)C(NC(=O)c3nn(C)c(C)c3Cl)C2SC1 (centres undefined)	1856	1790
N#Cc1ccc(NC(=O)Cn2c3[n+](c4ccc(C(F)(F)F)cc42)CCCCC3)cc1	1641	1649
CCN(CC)S(=O)(=O)c1ccc(NCC2COc3ccccc3O2)c([N+](=O)[O-])c1 (centres undefined)	1707	1505
Cc1ccccc1OCc1nnc(SCC(=O)NCc2ccco2)n1C	1875	1657

Entries of single compounds, quoted from the list.
COc1ccc(C=O)cc1Cn1ccnc1 in the list: SRC1 TRFRET art = 1658; SRC3 TRFRET art = 1640
CCOC(=O)C1C(=O)NC(c2ccccc2)=NC1c1ccc(Br)cc1 (centres undefined) in the list: SRC1 TRFRET art = 1689; SRC3 TRFRET art = 1395

(list continues)
SMILES	SRC1 TRFRET art	SRC3 TRFRET art
O=C(NCCSc1ccccc1)c1ccccc1Cl	1949	1623
Cc1ccc(/C=N/NC(=O)C(C)Oc2ccccc2[N+](=O)[O-])s1 (centres undefined)	1768	1585
c1ccn2c(CNc3ncnc4sccc34)nnc2c1	1756	1521
O=C(COc1ccccc1C(=O)Nc1ccccc1)c1ccc(Br)cc1	1761	1610
Cn1/c(=N/N=C/c2ccccn2)sc2ccccc21	1702	1694
CN1CCN(CCCCOc2ccccc2-c2ccccc2)CC1	1808	1511
CN(C)S(=O)(=O)Oc1ccc(C(=O)Nc2cccc(C(F)(F)F)c2)cc1	1811	1452
CCOc1ccc(NC(=O)CN2C(=O)C(C)SC(C)C2=O)cc1 (centres undefined)	1939	1701
COc1ccc(S(=O)(=O)NCC2CCCN(C(=O)c3occc3C)C2)cc1 (centres undefined)	1521	1662
Nc1cccc(C(=O)OCC(=O)c2ccccc2)c1	1521	1274
CCN(C(=O)CSc1nncn1-c1ccccc1)c1c(N)n(Cc2ccccc2)c(=O)[nH]c1=O	1766	1534
CCCc1noc2c1C(c1cc(Br)ccc1F)C(C#N)=C(N)N2 (centres undefined)	1642	1369
COc1ccc(N(CC(=O)NCCC2=CCCCC2)S(=O)(=O)c2ccc(C)cc2)cc1	1808	1704
CC(C)(C)c1ccc(OCC(=O)N/N=C/C2CC=CCC2)cc1 (centres undefined)	1926	1660
O=C(Cc1ccccc1)c1nnc(-c2ccccc2)o1	1903	1636
Cc1ccccc1Cn1cc(C)c(=O)[nH]c1=O	1538	1422
CN(CC(=O)Nc1ccc(N2CCOCC2)cc1)C(=O)CC(c1ccccc1)c1ccccc1	2080	1664
CCOc1ccccc1N(CC(=O)NCC1CCCO1)C(=O)CCC(=O)Nc1ccccn1 (centres undefined)	1952	1493
Nc1ccc(S(=O)(=O)NC(=O)c2ccccc2)cc1	1864	1698
Cc1ccccc1Nc1nc(N)nc(CN2C(=O)NC3(CCCCC3C)C2=O)n1 (centres undefined)	1814	1527
O=[N+]([O-])c1ccc2cn(-c3ccccc3)nc2c1	1823	1493
COC(=O)c1sccc1NC(=O)NC1CCCCC1	1829	1620
O=C(NNc1nc(Nc2ccccc2)nc(N2CCOCC2)n1)Nc1ccc(Cl)cc1	1949	1855
Cc1cccc(NC(=O)c2ccc3nsnc3c2)c1C	1859	1455
O=C(Cc1ccc(Cl)cc1)NCc1ccccc1Cl	1865	1422
COc1cc2c(cc1OC)C1C(C(=O)Nc3ccccc3N3CCN(C)CC3)c3ccccc3C(=O)N1CC2 (centres undefined)	1955	1727
COC(=O)C1=C(O)/C(=C\c2sccc2C)N=C1C	1842	1644
